T cell modulator: modulates CD8 T cell binding to vesicles; AID 2052; 2C CD8+ T cell-vesicle binding, flow cytometry; stronger effect = lower value; 330,000 compounds, 0.068% hits; calls only at 7 µM;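 active = response, share of CD8 T cells binding vesicles, and their 90th percentile fluorescence all below set limits, cut at about 80% in these data, passing the limit was not always enough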
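Material: 2C TCR transgenic mouse naive CD8+ T cells, MACS-purified. Also added: QL9-charged Drosophila Ld/ICAM-1/B7-1 vesicles. Timing: binding 1.5 h at 37 °C. Measured by: high-throughput flow cytometry with anti-B7-1 and anti-CD8 staining. Read-out: percent CD8+ FL2 mean versus row control. Controls: Unloaded micro-vesicles (low), QL9 vesicles with 0.7% DMSO (high).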
K1F lysis inhibition: inhibition of K1F phage lysis, E. coli UTI89, bacterial capsule biogenesis inhibitors, alamar blue (AID 488966); E. coli UTI89 K1F phage lysis, alamar blue, 2 h; higher % means a stronger effect; 340,000 compounds, 0.02% hits; inhibition, % at 100 µM; hits with a dose series show IC50 in µM;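 active = phage lysis inhibition, versus mean bacterial control, above a set limit; inconclusive = no clear call, values can overlap the other calls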;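 note: capsule biogenesis inhibitors block K1F phage lysis so surviving cells raise fluorescence; higher fluorescence means more inhibition of phage lysis; actives were called in the ten point dose series up to 300 µM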
PhoP inhibition: inhibitors of PhoP regulon expression, primary screen, Salmonella Typhimurium, GFP reporter (AID 1863); S. Typhimurium PhoP-regulated promoter GFP reporter, 4 h; higher % means a stronger effect; inhibition, % at 50 µM, or IC50 in µM where a hit was titrated; 300,000 compounds, 0.16% hits;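 active = inhibition over 29.93%, a cutoff 3 SD above the screen mean, later confirmed by dose response; inconclusive = inhibition over 29.93% but no dose response follow-up; inactive = inhibition at most 29.93% or unconfirmed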;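 note: 0% = low Mg2+ inducing control and 100% = high Mg2+ repressing control; strong numbers were not always called active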
Myeloid diff 2: compounds promoting myeloid differentiation; ER-HoxA9 myeloid progenitors, lysozyme-GFP differentiation, flow cytometry; calls only at 10 µM; 360,000 compounds, 1% hits;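 active = normalized GFP-positive differentiation at or above the plate's own cutoff, the solvent-only control mean plus 3 SD; inconclusive = no clear call, values can overlap the other calls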;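 note: cells exposed to compound for four days before flow analysis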
NTR1 ag: NTR1-driven beta-arrestin-GFP spot formation – imaging, U2OS cells, high content, primary screen (AID 493036). 330,000 compounds, 0.17% hits. activation, % at 20 µM. P30989. agonist mode;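 active = activation at or above 40% of the spot to cytoplasm intensity ratio, with at least 20 cells analyzed; inconclusive = wells under 20 cells, flagged as cytotoxic or low count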;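 note: 0% = DMSO without peptide and 100% = 100 nM NTR1 peptide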
Target sequence (P30989 whole entry, looked up): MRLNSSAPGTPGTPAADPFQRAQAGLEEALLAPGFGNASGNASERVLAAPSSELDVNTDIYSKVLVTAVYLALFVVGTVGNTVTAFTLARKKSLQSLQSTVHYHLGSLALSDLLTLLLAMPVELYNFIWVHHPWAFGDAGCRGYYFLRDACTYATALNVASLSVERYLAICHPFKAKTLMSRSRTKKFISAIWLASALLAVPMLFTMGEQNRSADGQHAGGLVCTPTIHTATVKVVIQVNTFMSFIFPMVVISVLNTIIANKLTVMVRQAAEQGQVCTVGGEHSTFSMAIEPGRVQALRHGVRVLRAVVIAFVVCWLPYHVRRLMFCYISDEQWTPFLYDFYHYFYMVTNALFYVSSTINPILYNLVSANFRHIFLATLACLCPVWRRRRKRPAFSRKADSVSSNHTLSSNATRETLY
Large T inhibition: SV40 large T antigen inhibitors, biochemical (AID 1903) | SV40 large T antigen ATPase/helicase inhibition assay; higher % means a stronger effect | inhibition, % at 20 µM, or IC50 in µM where a hit was titrated | 310,000 compounds, 0.39% hits; in the data active = a potency from the dose series; inconclusive = inhibition mostly from about 32% at the one dose, without a potency; inactive = the rest, 99 in 100 with inhibition below about 32%; note: strong numbers were not always called active
MgcRacGAP inhibition: MgcRacGAP GTPase-activating activity inhibitors, confirmation, biochemical, ADP Hunter fluorescence | MgcRacGAP-stimulated Rac1 GTP hydrolysis, ADP Hunter fluorescence; higher % means a stronger effect; GST-tagged Rac1 F28L mutant substrate | inhibition, % at 30 µM; hits with a dose series show IC50 in µM | 340,000 compounds, 0.6% hits;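 active = first-screen hits whose inhibition reached a set limit at any dose in the follow-up dose series; inconclusive = inhibition above the set first-screen limit but never retested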;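 note: fluorescence reports GDP produced by GAP-driven GTP hydrolysis; strong numbers were not always called active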
RSV CPE inhibition: inhibition of RSV-induced cytopathic effect – HEp-2 cells, primary 10 µM value included (AID 2391) | 310,000 compounds, 0.13% hits | HEp-2 cells, RSV-induced CPE inhibition; higher % means a stronger effect | CPE inhibition, % at 10 µM, or IC50 in µM where a hit was titrated; in the data active = a potency from the dose series; inconclusive = CPE inhibition mostly from about 23% at the one dose, without a potency; inactive = the rest, 99 in 100 with CPE inhibition below about 21%; note: strong numbers were not always called active
TNAP activators: human TNAP enzyme activators, primary screen, biochemical, luminescent, no phosphate acceptor, uHTS (AID 1001) | purified TNAP, luminescent activation assay, no phosphate acceptor; higher activation fold means a stronger effect | one-dose activation fold at 20 µM; EC50 in µM for titrated hits | 200,000 compounds, 0.03% hits; in the data active = activation fold from about 3, or a potency from the dose series; inactive = the rest, 99 in 100 with activation fold below about 1.6; note: many of its hits are not listed in these tables
T cell modulator vesicle-bound %: second read-out of T cell modulator, no call of its own (marks repeat the call); double positive events, %; measured here: CD8+ vesicle-bound cell fraction;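 binding gate set so that unloaded-vesicle control wells show 10% double positive cells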
NTR1 ag cell count 20 µM: second read-out of NTR1 ag, no call of its own (marks repeat the call); cell count; measured here: cell count, cytotoxicity flag
Myeloid diff 2 GFP+ MAC1+ %: further read-out of Myeloid diff 2, marked with its call; GFP+ MAC1+ double positive, %; measured here: differentiation confirmed by MAC1 staining
An asterisk follows results filed as active; i = inactive; u = inconclusive; x = not tested or not shown; [ ] = another dose, or the depositor's remark.

SMILES	T cell modulator	T cell modulator vesicle-bound %	K1F lysis inhibition	PhoP inhibition	Myeloid diff 2	Myeloid diff 2 GFP+ MAC1+ %	NTR1 ag	NTR1 ag cell count 20 µM	Large T inhibition	MgcRacGAP inhibition	RSV CPE inhibition	TNAP activators
COC(=O)C1=CN(Cc2ccc(F)cc2)C=C(C(=O)OC)C1c1cc(OC)c(OC)c(OC)c1	i	56	0.0%	0%	i	0.5	0.8	50	8%	3%	5.3%	x
Cc1ccc(S(=O)(=O)N2CCOC2CNC(=O)C(=O)NCc2ccccc2)cc1 (centres undefined)	i	7	-0.2%	2%	i	0.5	0.2	41	11%	10%	-0.3%	x
CSc1ccc(S(=O)(=O)NC2CCCCCC2)cc1	i	14	-0.2%	-1%	i	2.2	0.4	38	3%	6%	3.7%	1.1
Cc1ccc(-n2ncc3c(NCc4ccc5c(c4)OCO5)ncnc32)c(C)c1	i	17	0.6%	5%	i	0.9	-1.7	88	9%	0%	u	1.1
COc1ccc(S(=O)(=O)n2nc(C)cc2C)cc1OC	i	41	0.2%	-7%	i	0.4	0.7	67	3%	8%	-1.0%	x
O=C(Nc1ccc(F)cc1F)NC1CC1	i	45	0.5%	-9%	i	0.4	2.0	79	8%	4%	-1.1%	1.1
CSc1ccc(CN(C)C(=O)CNC(=O)CNS(=O)(=O)c2ccc(C)c(C)c2)cc1	i	31	-0.2%	3%	i	1.6	1.6	49	4%	4%	5.9%	x
C/C(=N/NC(=O)CN1CCN(Cc2ccccc2)CC1)c1ccc([N+](=O)[O-])cc1	i	28	0.4%	15%	i	0.4	0.0	58	18%	9%	-1.1%	x
CCOC(=O)C1CCN(C(=O)c2ccccc2NC(C)=O)CC1	i	35	0.7%	4%	i	0.7	-1.7	46	5%	11%	6.1%	1.1
Cc1ccc(-c2csc3ncnc(-n4nc(C)cc4N)c23)cc1	i	55	0.4%	4%	i	0.8	-0.1	33	19%	9%	-0.8%	1.1
c1ccc(N2CCN(c3nc4cc5c(cc4s3)OCCO5)CC2)cc1	i	10	4.2%	-5%	i	0.4	0.4	84	13%	6%	0.8%	1.1
CC1C/C(=N/NC(=O)c2cccs2)CC(C)(C)C1 (centres undefined)	i	21	1.0%	6%	i	1.6	0.2	85	17%	5%	0.6%	1.2
O=[N+]([O-])c1cc2c(c(CSc3nnnn3-c3ccc(O)cc3)c1)OCOC2	i	7	2.0%[50 µM]	9%	i	0.4	2.2	33	6%	8%	10%	1.1
COc1cccc(-c2nc(-c3ccccc3)[nH]c(=O)c2C#N)c1	i	29	0.2%	-4%	i	0.9	-0.9	91	14%	6%	9.2%	1.1
CCc1[nH]nc2c1C(c1ccc(Br)s1)C(C#N)=C(N)O2 (centres undefined)	i	40	-7.6%	17%	i	0.5	7.3	62	23%	16%	2.0%	1
COc1ccc(C(=O)Nc2cc3c(oc2=O)CCCC3=O)cc1	i	54	-0.1%	2%	i	1.2	-0.2	44	21%	12%	2.2%	1.1
Fc1ccc2cnc(C3=CCCCC3)cc2c1	i	17	-0.5%	x	i	1.7	10	40	x	4%	x	x
Cc1ccc(N(CC(=O)Nc2c(C)n(C)n(-c3ccccc3)c2=O)S(C)(=O)=O)c(C)c1	i	22	-0.6%	-1%	i	0.5	0.2	33	1%	4%	0.9%	1.1
Cc1ccc2c(CN(C)Cc3ccc(Cl)cc3)cc(=O)oc2c1	i	23	0.1%	7%	i	0.6	10	61	4%	6%	5.7%	x
COc1cccc(C(=O)OCCN(C)C(C)(C)C)c1	i	44	x	7%	x	x	1.3	48	12%	x	3.3%	1.2
C=C(C)CNC(=S)NNC(=O)c1ccncc1	i	39	0.8%	7%	i	0.1	0.4	42	12%	10%	2.0%	1.8
COc1cccc(-c2sc3ccccc3c2-c2ccc(OCCN(C)C)cc2)c1	i	19	-2.7%	x	i	0.6	11	35	x	-1%	x	x
CN(C(=S)Nc1ccc(F)cc1)C(c1ccccc1)c1ccccc1	i	63	0.1%	12%	i	0.7	6.4	95	8%	10%	10%	x
COc1ccc(C2C(C(C)=O)=C(O)C(=O)N2c2nccs2)cc1 (centres undefined)	i	31	2.7%[50 µM]	-5%	i	0.7	0.2	79	5%	2%	2.2%	1.1
CC(C)C(OC(=O)c1cccc(S(=O)(=O)NCC(F)(F)F)c1)C(=O)NC(N)=O (centres undefined)	i	45	-1.5%	3%	i	1.9	-0.6	74	7%	-6%	4.4%	1
SMILES	T cell modulator	T cell modulator vesicle-bound %	K1F lysis inhibition	PhoP inhibition	Myeloid diff 2	Myeloid diff 2 GFP+ MAC1+ %	NTR1 ag	NTR1 ag cell count 20 µM	Large T inhibition	MgcRacGAP inhibition	RSV CPE inhibition	TNAP activators
CS(=O)(=O)N(CC(=O)NCc1ccncc1)c1cc(Cl)ccc1Cl	i	61	0.4%	x	i	0.2	5.7	24	x	6%	0.3%	1.1
CCc1cc(CNC(=O)CC2C(=O)NCCN2Cc2c(F)cccc2Cl)on1 (centres undefined)	i	25	-0.1%	-1%	i	0.1	-0.4	44	1%	5%	2.1%	1
Nc1cc(=O)[nH]c(SCC(=O)N2CCc3ccccc3C2)n1	i	36	2.0%	1%	i	1.9	-1.5	61	8%	5%	1.9%	1.1
COC(=O)N[C@@H]1C[C@H]2[C@@H]3CC[C@H]4C[C@@H](OC)CC[C@]4(C)[C@H]3CC[C@@]12C	i	18	1.2%	x	i	0.9	2.1	54	x	5%	5.8%	x
CCC(=O)Nc1ccc(-c2ccc(N3CCCCC3)nn2)cc1	i	22	-0.1%	-14%	i	1.6	1.3	77	14%	6%	-0.5%	x
CN(C)S(=O)(=O)c1ccc(C(=O)Nc2cc(S(=O)(=O)Nc3ccccc3Cl)ccc2N2CCCCC2)cc1	i	34	0.5%[50 µM]	-1%	i	0.5	0.5	68	3%	7%	9.5%	1
Cc1noc(C(=O)N(C)c2ccccc2)c1Cl	i	22	0.3%[50 µM]	2%	i	0.9	-0.4	56	7%	12%	2.5%	x
Cc1ccc([N+](=O)[O-])cc1NC(=O)C(Sc1ccccc1)c1ccccc1 (centres undefined)	i	35	4.8%	0%	i	0.9	0.4	62	5%	9%	0.7%	1
Cc1ccccc1N1CCN(C2=NC(=O)/C(=C/c3cn[nH]c3-c3ccccc3)S2)CC1	i	38	-7.5%	-7%	i	0.7	2.8	80	2%	0%	1.1%	1.1
CCN1CCN(C(=O)c2ccccc2NS(=O)(=O)c2ccc(Cl)cc2)CC1	i	17	0.5%	3%	i	0.1	-0.3	51	13%	2%	-1.0%	1.1
COc1ccc(OCC(=O)Nc2ccc(N3CCN(Cc4ccccc4F)CC3)cc2)cc1	i	62	0.3%	2%	x	x	0.5	63	24%	7%	-0.9%	x
O=C(CSc1ccc2nnc(CCNS(=O)(=O)c3ccccc3)n2n1)Nc1nc2ccccc2s1	i	29	6.9%	26%	i	0.2	0.5	87	-1%	7%	5.0%	1.1
Cc1cccc(CC2CC(=O)N(c3ncccn3)C2=O)c1 (centres undefined)	i	37	0.3%	-2%	i	7.7	-1.1	40	2%	4%	-0.5%	1.1
O=C(N/N=C/c1ccc[nH]1)c1ccc(Cl)cc1	i	44	2.4%	8%	i	0.6	-0.1	41	6%	7%	1.3%	1.2
CCN(CC(=O)NCc1cccs1)S(=O)(=O)c1ccccc1Cl	i	54	1.3%[50 µM]	-2%	i	0.8	1.5	65	12%	13%	1.0%	x
O=C(/C=C/c1ccc(Cl)cc1)OCC(=O)c1ccc[nH]1	i	36	4.3%	x	i	0.5	-0.4	67	x	9%	-0.2%	x
CCC(C)n1c(SCC(=O)NC2CCS(=O)(=O)C2)nc2ccccc2c1=O (centres undefined)	i	14	0.7%[50 µM]	-4%	i	0.5	-1.0	72	7%	6%	-2.5%	x
COC(=O)C1=C(C)N(CCc2c[nH]c3ccccc23)C(=O)C1	i	27	1.3%	6%	i	0.3	1.5	47	23%	-6%	2.6%	1
C=CCOc1cccc(C(=O)N2CCC(CCC(=O)NC3CC3)CC2)c1	i	8	0.4%	-4%	i	1.6	1.1	64	4%	9%	3.0%	x
Cc1[nH]n(-c2ncc(-c3ccc(Cl)cc3)s2)c(=O)c1C(c1ccc(Cl)cc1)C(C#N)C#N (centres undefined)	i	2	0.9%[50 µM]	41%	i	0.1	4.7	42	28%	3%	20%	1.7
CCCC(=O)Nc1ccc(NC(=O)c2ccco2)cn1	i	38	-0.8%	3%	i	0.6	-0.4	74	1%	6%	0.5%	1.2
COc1cccc(/C(O)=C2/C(=O)C(=O)N(CCN3CCOCC3)C2c2cccnc2)c1 (centres undefined)	i	51	-1.3%	-3%	i	0.0	-4.0	94	7%	6%	1.7%	1.1
CCOc1ccc(C2CC(c3ccc(OC)cc3)n3ncnc3N2)cc1 (centres undefined)	i	70	6.5%	1%	i	3.9	0.7	47	-1%	-1%	0.5%	1.1
COc1cccc(/C=C/C(=C2/C(=O)N(c3ccccc3)N=C2C)c2ccccc2)c1OC	i	43	-2.0%	-24%	i	0.8	6.1	63	16%	-2%	10%	0.9
C#CCOC(=O)C[N+](C)(C)C/C=C/c1ccccc1	i	50	-1.3%	4%	i	0.2	-0.7	95	-2%	0%	3.0%	1.1
COc1ccccc1OCCNC(=O)c1cccc(S(=O)(=O)N2CCN(Cc3ccccc3)CC2)c1	i	36	0.6%[50 µM]	x	i	1.4	0.9	91	x	7%	4.8%	x
CCOc1ccc(NC(=O)CN2CCN(S(=O)(=O)c3ccc(Cl)cc3)CC2)cc1	i	42	0.1%	4%	i	1.5	4.9	56	14%	17%	0.5%	1

Full records as entered above. Order of screens: T cell modulator | T cell modulator vesicle-bound % | K1F lysis inhibition | PhoP inhibition | Myeloid diff 2 | Myeloid diff 2 GFP+ MAC1+ % | NTR1 ag | NTR1 ag cell count 20 µM | Large T inhibition | MgcRacGAP inhibition | RSV CPE inhibition | TNAP activators
COc1ccc(OCC(=O)Nc2ccc(N3CCN(Cc4ccccc4F)CC3)cc2)cc1 is listed as i | 62 | 0.3% | 2% | x | x | 0.5 | 63 | 24% | 7% | -0.9% | x
C=CCOc1cccc(C(=O)N2CCC(CCC(=O)NC3CC3)CC2)c1 is listed as i | 8 | 0.4% | -4% | i | 1.6 | 1.1 | 64 | 4% | 9% | 3.0% | x

Bioassay records: PubChem BioAssay, several laboratories

Compounds were not picked by outcome; 2.3% or so of the library scored in one or more.
